High-throughput results (PubChem BioAssay)
CHRM1 PAM – human M1 muscarinic receptor positive allosteric modulators, primary screen, CHO-K1 cells, Fluo-8 calcium fluorescence, 1536-well. AID 588819, 2011. activation, % at 3 µM. actives 0.088% (n = 360,000). Muscarinic acetylcholine receptor M1 (Homo sapiens), P11229. CHO-K1 hM1, ACh EC20; 0% = ACh EC20, 100% = maximal ACh; in the data active means activation above about 19%, passing the limit was not always enough
Target sequence (P11229 whole entry, looked up): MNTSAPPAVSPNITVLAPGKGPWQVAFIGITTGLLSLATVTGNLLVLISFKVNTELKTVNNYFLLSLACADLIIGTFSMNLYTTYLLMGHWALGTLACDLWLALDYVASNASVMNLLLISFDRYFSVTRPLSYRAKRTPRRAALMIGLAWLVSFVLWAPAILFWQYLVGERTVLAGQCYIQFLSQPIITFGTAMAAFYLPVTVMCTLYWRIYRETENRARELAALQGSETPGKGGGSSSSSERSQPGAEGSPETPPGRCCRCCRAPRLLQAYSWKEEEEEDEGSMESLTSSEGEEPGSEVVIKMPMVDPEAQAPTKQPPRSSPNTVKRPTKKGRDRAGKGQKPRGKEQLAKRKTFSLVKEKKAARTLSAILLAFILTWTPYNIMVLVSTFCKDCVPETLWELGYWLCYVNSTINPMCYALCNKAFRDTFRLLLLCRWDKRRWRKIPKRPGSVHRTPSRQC
CHRM5 antagonist – human M5 muscarinic receptor antagonists, primary screen, CHO cells, Fluo-8 calcium fluorescence | Muscarinic acetylcholine receptor M5 (Homo sapiens), P08912 | CHO-hM5 cells, ACh EC80 | inhibition, % at 3 µM | actives 0.59% (n = 360,000);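 active means inhibition above a per-plate cutoff, the mean of that plate's test compounds plus 3 SD, cut at about 27% in these data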;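 further: 0% = acetylcholine EC80 with DMSO and 100% = DMSO without agonist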
CHRM1 antagonist – human M1 muscarinic receptor antagonists, primary screen, CHO-K1 cells, Fluo-8 calcium fluorescence, 1536-well; Muscarinic acetylcholine receptor M1 (Homo sapiens), P11229; CHO-K1 hM1, ACh EC80 antagonist; inhibition, % at 3 µM; actives 1.3% (n = 360,000); AID 588852, 2011;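 active means percent inhibition above its own plate's cutoff, namely the mean of that plate's compound wells plus 3 SD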;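 further: peak over basal fluorescence ratio during 140 s after agonist addition; 0% = ACh EC80 plus DMSO and 100% = DMSO alone without agonist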
M4 ag – human M4 muscarinic receptor agonists, primary screen, CHO-K1 cells, Fluo-8 calcium fluorescence. Muscarinic acetylcholine receptor M4 (Homo sapiens), P08173. CHO-K1 hM4/Gqi5; vehicle 0%, full acetylcholine response 100%. AID 624127, 2012. activation, % at 3 µM. actives 0.14% (n = 360,000);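 active means activation above the run mean over all test wells plus 3 SD, cut at about 32% in these data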;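 further: peak over basal fluorescence ratio per well then scaled between controls; 0% = DMSO wells and 100% = acetylcholine at EC100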
Target sequence (P08173 whole entry, looked up): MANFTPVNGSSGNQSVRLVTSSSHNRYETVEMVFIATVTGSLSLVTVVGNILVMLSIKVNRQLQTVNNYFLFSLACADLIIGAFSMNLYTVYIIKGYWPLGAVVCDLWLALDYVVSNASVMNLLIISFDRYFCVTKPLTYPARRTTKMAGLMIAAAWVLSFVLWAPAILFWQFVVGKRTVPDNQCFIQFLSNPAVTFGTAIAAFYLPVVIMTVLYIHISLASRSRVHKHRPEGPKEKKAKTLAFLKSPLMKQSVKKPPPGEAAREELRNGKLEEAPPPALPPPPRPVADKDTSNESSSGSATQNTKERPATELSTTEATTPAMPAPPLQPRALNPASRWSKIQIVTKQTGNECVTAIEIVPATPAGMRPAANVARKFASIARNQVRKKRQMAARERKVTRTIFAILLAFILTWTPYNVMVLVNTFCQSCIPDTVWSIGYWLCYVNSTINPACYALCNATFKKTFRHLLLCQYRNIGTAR
CHRM5 PAM – human M5 muscarinic receptor positive allosteric modulators, primary screen, CHO-K1 cells, Fluo-8 calcium fluorescence. Muscarinic acetylcholine receptor M5 (Homo sapiens), P08912. CHO-K1 hM5, ACh EC20 PAM; 0% = ACh EC20, 100% = ACh EC100. activation, % at 3 µM. actives 0.3% (n = 360,000). AID 624038, 2012;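 active means activation above the run cutoff, the mean activation of all test compounds plus 3 SD, cut at about 18% in these data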
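System: CHO-K1 cell line with stable human muscarinic M5 receptor expression | Also added: EC20 acetylcholine as agonist stimulus | Compound: One concentration, 3 µM final (nominal) | Timing: Fluo-8 loading 80 min at 37 °C plus 30 min room temperature | Measured by: Fluo-8 calcium dye fluorescence, kinetic read | Read-out basis: % activation, ACh-normalized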
CHRM4 antagonist – human M4 muscarinic receptor antagonists, primary screen, CHO cells, Fluo-8 calcium fluorescence; CHO-hM4 cells, ACh EC80; inhibition, % at 3 µM; actives 0.73% (n = 360,000);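 active means inhibition above its plate's cutoff, the mean inhibition of sample wells plus 3 SD, cut at about 27% in these data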;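 further: 0% = acetylcholine EC80 with DMSO and 100% = DMSO without agonist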
CRFR2-BP ag – agonists of CRF-BP/CRF-R2 complex, primary screen, cell-based, HEK293, calcium dye fluorescence, uHTS; CRF-binding protein / CRF receptor 2 complex (human); calcium dye fluorescence (FLIPR); percent of saturating CRF peptide response; activation, % at 13.2 µM; actives 0.46% (n = 350,000); AID 588473, 2011;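 active means activation of at least 50%, plus an integration ratio under a set limit after plate pattern correction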;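 further: plate controls were neutral control wells without compound for no effect and CRF at EC100 for full effect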
CHRM4 PAM – human M4 muscarinic receptor positive allosteric modulators, primary screen, CHO-K1 cells, Fluo-8 calcium fluorescence; Muscarinic acetylcholine receptor M4 (Homo sapiens), P08173; activation, % at 3 µM; actives 0.4% (n = 360,000); CHO-K1 hM4/Gqi5, ACh EC20; 0% = ACh EC20, 100% = maximal ACh;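 active means activation above its plate's cutoff, the mean activation of sample wells plus 3 SD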; further: some results filed as inactive read as strong as hits
M5 ag – human M5 muscarinic receptor agonists, primary screen, CHO-K1 cells, Fluo-8 calcium fluorescence; Muscarinic acetylcholine receptor M5 (Homo sapiens), P08912; CHO-K1 hM5 cells; 0% DMSO wells, 100% maximal acetylcholine response; activation, % at 3 µM; actives 0.19% (n = 360,000); AID 624037, 2012;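 active means activation above the run's mean over test compounds plus 3 SD, cut at about 23% in these data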;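 further: signal is peak over basal fluorescence ratio across the kinetic read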
* hit, by the source's call; · = no result given.

SMILES	CHRM1 PAM	CHRM5 antagonist	CHRM1 antagonist	M4 ag	CHRM5 PAM	CHRM4 antagonist	CRFR2-BP ag	CHRM4 PAM	M5 ag
Cc1cccc(N=C2C(=O)Nc3c(Cl)cccc32)c1	4	-4	-10	1	3	11	1.1	0	4
CCN(CC)CCSc1nc(O)c(C(C)C)c(=O)[nH]1	10	8	-15	0	5	4	0.8	-2	-9
O=C(O)CC(NC(=O)OCc1ccccc1)c1ccccc1 (stereo not given)	7	-5	-3	0	4	-3	-2.3	4	2
O=C(Cn1ccc2ccccc2c1=O)N1CCN(c2cccc(Cl)c2)CC1	-4	8	-14	7	-10	-8	-2.6	-3	-5
Cc1nc2nc(-c3ccc(Cl)cc3)[nH]n2c(=O)c1Cc1ccccc1	10	-3	-8	1	4	8	-1.8	14	0
COc1ccc(Cl)cc1-n1c(C)cc(C(=O)OCC(=O)N2CC(=O)Nc3ccccc32)c1C	5	2	-1	2	-9	-10	1.9	-1	-5
COc1ccc(NS(=O)(=O)c2ccc(NC(=S)NC(=O)c3ccc(Br)cc3)cc2)nn1	1	3	3	0	0	4	0.6	0	-3
CN(C)C(=O)CCc1ccc2c3c([nH]c2c1)[C@]1(C)[C@@H](C(=O)N2CCOCC2)C[C@H](CC(=O)NCCc2ccccn2)C(=O)N1CC3	-6	-17	13	0	8	-6	0.5	4	1
COC(=O)c1ccc(NS(=O)(=O)c2ccc(S(=O)(=O)N3CCOCC3)cc2)cc1	0	-4	1	2	0	1	-0.4	0	3
O=S(=O)(c1ccc(Cl)cc1)N1CCN(c2ccccn2)CC1	7	10	-16	3	-2	-10	-2.3	-2	-6
COc1cccc(/C=C/C(=O)OCC(=O)Nc2ccc3[nH]c(=O)[nH]c3c2)c1OC	1	3	2	1	-3	-3	-2.6	4	1
O=C1CC(C(=O)N2CCc3ccccc32)CN1c1ccccc1 (stereo not given)	-3	18	5	0	-6	5	0.2	-1	-3
CCc1nnc(NC(=O)CSCc2cc(=O)n3ccsc3n2)s1	16	-2	-17	-1	9	0	-1.4	9	-1
O=C(COC(=O)c1cc(=O)c2ccccc2o1)NCC1CCCCC1	10	4	-11	2	2	-7	-0.4	9	2
O=C(O)C1CCC(NSc2ccccc2[N+](=O)[O-])CC1 (stereo not given)	16	3	-10	0	10	14	-3.6	10	3
Cc1ccc(S(=O)(=O)c2cc3ccc(O)cc3oc2=O)cc1C	5	19	-1	5	-8	2	36	-2	6
CCN(CC(=O)Nc1ccc(Br)cc1F)CC(=O)NC1CCS(=O)(=O)C1 (stereo not given)	11	-4	-11	2	4	-14	-1.2	5	-1
COc1ccc(N2CCN(C3CCCN(S(=O)(=O)c4ccc(C)cc4C)C3)CC2)cc1 (stereo not given)	3	2	-3	0	1	-18	5.7	-1	-5
Cc1ccc2nc(N3CCC(C(=O)O)CC3)nc(-c3ccccc3)c2c1	-1	-1	-1	0	7	-6	2.1	1	-11
Cc1ccccc1-c1nnc(CN2CCC(C)CC2)o1	1	4	-4	1	-7	-6	-2.8	-5	-1
CCC(=O)N1CCc2cc(S(=O)(=O)N(CC)c3cccc(C)c3)ccc21	2	-2	-23	2	-5	-9	0.1	6	-4
CCOc1cc(/C=N/NC(=S)Nc2ccccc2C(F)(F)F)ccc1OCC(=O)N1CCOCC1	3	-4	-1	9	0	-2	-1.8	7	4
CC(=O)Nc1cccc(-c2cccc3nccn23)c1	0	-4	0	1	0	-14	·	-3	2
CC(C)C1C(=O)N(Cc2cn(CCC3OCCCO3)nn2)CCS(=O)(=O)N1Cc1ccc(-c2ccc(Cl)c(Cl)c2)cc1 (stereo not given)	-2	-6	5	7	2	-2	-0.1	12	1
COc1ccc(-c2csc(-n3ncc(-c4ccccn4)c3N)n2)cc1	-1	0	-1	1	1	-5	-0.9	-4	0

In a second layout: 12 of the compounds above.
canonical_smiles | CHRM1 PAM | CHRM5 antagonist | CHRM1 antagonist | M4 ag | CHRM5 PAM | CHRM4 antagonist | CRFR2-BP ag | CHRM4 PAM | M5 ag
COC(=O)c1ccc(NS(=O)(=O)c2ccc(S(=O)(=O)N3CCOCC3)cc2)cc1 | 0 | -4 | 1 | 2 | 0 | 1 | -0.4 | 0 | 3
O=S(=O)(c1ccc(Cl)cc1)N1CCN(c2ccccn2)CC1 | 7 | 10 | -16 | 3 | -2 | -10 | -2.3 | -2 | -6
COc1cccc(/C=C/C(=O)OCC(=O)Nc2ccc3[nH]c(=O)[nH]c3c2)c1OC | 1 | 3 | 2 | 1 | -3 | -3 | -2.6 | 4 | 1
O=C1CC(C(=O)N2CCc3ccccc32)CN1c1ccccc1 (stereo not given) | -3 | 18 | 5 | 0 | -6 | 5 | 0.2 | -1 | -3
CCc1nnc(NC(=O)CSCc2cc(=O)n3ccsc3n2)s1 | 16 | -2 | -17 | -1 | 9 | 0 | -1.4 | 9 | -1
O=C(COC(=O)c1cc(=O)c2ccccc2o1)NCC1CCCCC1 | 10 | 4 | -11 | 2 | 2 | -7 | -0.4 | 9 | 2
O=C(O)C1CCC(NSc2ccccc2[N+](=O)[O-])CC1 (stereo not given) | 16 | 3 | -10 | 0 | 10 | 14 | -3.6 | 10 | 3
Cc1ccc(S(=O)(=O)c2cc3ccc(O)cc3oc2=O)cc1C | 5 | 19 | -1 | 5 | -8 | 2 | 36 | -2 | 6
CCN(CC(=O)Nc1ccc(Br)cc1F)CC(=O)NC1CCS(=O)(=O)C1 (stereo not given) | 11 | -4 | -11 | 2 | 4 | -14 | -1.2 | 5 | -1
COc1ccc(N2CCN(C3CCCN(S(=O)(=O)c4ccc(C)cc4C)C3)CC2)cc1 (stereo not given) | 3 | 2 | -3 | 0 | 1 | -18 | 5.7 | -1 | -5
Cc1ccc2nc(N3CCC(C(=O)O)CC3)nc(-c3ccccc3)c2c1 | -1 | -1 | -1 | 0 | 7 | -6 | 2.1 | 1 | -11
Cc1ccccc1-c1nnc(CN2CCC(C)CC2)o1 | 1 | 4 | -4 | 1 | -7 | -6 | -2.8 | -5 | -1

(listing goes on)
SMILES	CHRM1 PAM	CHRM5 antagonist	CHRM1 antagonist	M4 ag	CHRM5 PAM	CHRM4 antagonist	CRFR2-BP ag	CHRM4 PAM	M5 ag
Cc1ccc2nc(/C(C#N)=C/c3cn[nH]c3-c3ccc(F)cc3)[nH]c2c1	5	-2	-4	2	-2	6	-0.8	4	-1
COc1ccc(C(=O)Nc2cccc(C(=O)N/N=C/c3ccc(OC)cc3OC)c2)cc1	-3	12	2	10	-7	16	2.0	-13	-2
CSc1nsc(SCC(=O)Nc2ccc3c(c2)OCCO3)n1	11	-3	-13	1	5	-5	0.5	0	-5
COc1ccc2c(c1)C(=O)CC(c1ccc(OC)c(OC)c1)O2 (stereo not given)	5	2	-5	0	2	12	-0.3	-7	4
COc1cccc(C(C(=O)NC(C)(C)C)N(CCC(C)C)C(=O)CCC(=O)Nc2cc(C)on2)c1OC (stereo not given)	12	-10	-11	0	1	-8	-1.4	4	-6
COc1nc(Nc2ccc(C(C)C)cc2)nc(OC)n1	-9	0	-5	-2	-4	0	-4.8	-2	-6
CC1(c2cnc(Nc3ccccc3)s2)CCC(=O)O1 (stereo not given)	10	3	-11	0	-6	-1	-1.0	3	-4
Cc1c(N=Cc2cc(Br)cc(Br)c2O)cccc1C(=O)O	16	6	-15	1	-1	-1	14	9	1
CC(C)(C)C(=O)Nc1sc(-c2ccccc2)cc1C(=O)O	7	17	-1	1	-3	-8	0.6	3	-7
Cc1ccc(C)c(N2CCN(C(=O)CCc3nc(-c4ccccc4C)no3)CC2)c1	-1	3	-7	6	-3	0	1.1	-10	0
NCCCCCc1cn([C@@H](CO)C(=O)NCCCCCCCCCCC(=O)N2CCNCC2)nn1	5	4	-9	1	5	-7	-3.4	11	-4
Clc1ccccc1CNCC1CCCO1 (stereo not given)	13	2	-13	0	-1	-4	-0.1	0	2
CCC(C(=O)NC1CCCC1)N(Cc1ccc2c(c1)OCO2)C(=O)c1snc(C(N)=O)c1N (stereo not given)	2	3	2	5	-5	4	-5.2	-8	3
Cc1ccc2[nH]c(=O)c3cc(C(=O)N4CCN(C(=O)c5ccco5)CC4)sc3c2c1	0	4	-8	0	-4	-9	-3.2	6	0
CC(=O)C1CCC2C3CCC4=CC(=O)CC[C@]4(C)[C@@]3(F)C(O)C[C@]12C (stereo not given in full)	20	11	-14	1	2	-4	-1.6	2	-5
COc1cccc(NC(=S)Nc2cc(C)cc(C)n2)c1	1	-5	0	-1	2	-8	-1.3	7	-2
CCCc1[nH]n(-c2nc3ccccc3s2)c(=O)c1C=NCCCN(CC)CC	0	-4	2	0	0	-7	0.1	-3	1
O=C(Nc1ccccc1C(F)(F)F)N1CCCC1c1cccnc1 (stereo not given)	11	-3	-6	0	12	0	0.1	-4	3
COc1ccc(S(=O)(=O)N2CCOCC2)cc1C(=O)NCC(c1ccccc1)c1ccccc1	-9	3	14	0	2	-3	-0.4	5	-3
CCOc1ccc(C(C)NC(=O)Cc2ccccc2)cc1OCC (stereo not given)	-2	2	-5	0	-5	2	0.8	-2	0
CC(=O)Nc1sc(N/N=C/c2ccccc2)nc1-c1ccc(C)cc1	13	1	-17	0	10	-7	0.2	-6	-2
O=C(CNCc1ccc(F)cc1)Nc1ccccc1[N+](=O)[O-]	6	7	-5	2	3	1	-1.7	-2	-3
NC(=O)CSc1nnc(CNc2ccc(F)cc2)n1CC1CCCO1 (stereo not given)	12	-1	-14	0	8	-3	3.6	6	-1
CCNC(=O)NC1(C(=O)Nc2ccc3c(c2)OCCO3)CCCCC1	4	-4	-2	0	-3	9	0.2	2	-3
CNC(=O)c1ccc(NC(=O)CCNC(=O)Nc2ccccc2)cc1	0	0	2	0	6	-4	-0.7	6	3
Cc1ccc(C)c(NC(=S)NNc2ccc(F)cc2F)c1	21	4	-6	-1	5	-5	1.1	5	-3
COC(=O)c1ccc(NC2CC(=O)N(c3ccccc3C)C2=O)cc1 (stereo not given)	9	10	-36	3	-2	-6	0.3	-2	-2
O=C(Nc1ccc(Br)cc1)N1CCCCC1	5	6	-6	2	1	2	4.5	-2	-5
COc1ccc(OC)c2c(N)c(C#N)c(C(F)(F)C(F)(F)F)nc12	6	2	-9	1	-8	5	2.2	-2	-2

Whole records, quoted from the list. Order of values: CHRM1 PAM	CHRM5 antagonist	CHRM1 antagonist	M4 ag	CHRM5 PAM	CHRM4 antagonist	CRFR2-BP ag	CHRM4 PAM	M5 ag
`CCc1nnc(NC(=O)CSCc2cc(=O)n3ccsc3n2)s1` across the screens: 16	-2	-17	-1	9	0	-1.4	9	-1
`NC(=O)CSc1nnc(CNc2ccc(F)cc2)n1CC1CCCO1` (stereo not given) across the screens: 12	-1	-14	0	8	-3	3.6	6	-1
